From PubChem BioAssay
influenza NS1A: H1N1 influenza NS1A inhibitors, functional cell based assay (AID 504329); NS1A functional cell-based assay, percent inhibition; higher % means a stronger effect; inhibition, % at 12.5 µM, or IC50 in µM where a hit was titrated; hit rate 0.3% among 340,000; in the data active means a potency from the dose series; inconclusive means inhibition above about 27% without an active follow-up result; further: strong numbers were not always called active
inhibitors of VEEV: inhibitors of VEEV TC-83 cytopathic effect, confirmation, Vero cells (AID 588727). Vero cells, VEEV TC-83 cytopathic effect inhibition; higher % means a stronger effect. one-dose inhibition, % at 20 µM; IC50 in µM for titrated hits. hit rate 0.13% among 350,000; in the data active means a potency from the dose series; inconclusive means inhibition mostly from about 14% at the one dose, without a potency; inactive means the rest, 99 in 100 with inhibition below about 12%; further: strong numbers were not always called active
M. tuberculosis: growth inhibition of non-replicating M. tuberculosis (AID 488890); Mycobacterium tuberculosis non-replicating, growth inhibition; higher % means a stronger effect; inhibition, % at 25 µM, or IC50 in µM where a hit was titrated; hit rate 0.39% among 320,000; in the data active means a potency from the dose series; inconclusive means inhibition mostly from about 82% at the one dose, without a potency; inactive means the rest, 99 in 100 with inhibition below about 76%;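 further: plate controls were DMSO cells for no effect and high antibiotic wells for full effect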
PhoP GFP inhibition: PhoP regulon inhibitors, Salmonella typhi PhoP promoter GFP reporter, confirmatory (AID 1850); Salmonella Typhi PhoP-promoter GFP reporter, fluorescence, 4 h; higher % means a stronger effect; one-dose inhibition, % at 50 µM; IC50 in µM for titrated hits; hit rate 0.33% among 310,000; in the data active means a potency from the dose series; inconclusive means inhibition mostly from about 25% at the one dose, without a potency; inactive means the rest, 99 in 100 with inhibition below about 19%;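 further: 0% = induced wells with vehicle and 100% = uninduced wells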
H37Rv inhibition: M. tuberculosis growth inhibition, HTS (AID 449762); hit rate 0.59% among 330,000; inhibition, % at 25 µM, or IC50 in µM where a hit was titrated; M. tuberculosis H37Rv growth inhibition, 7H9 media; higher % means a stronger effect; in the data active means a potency from the dose series; inconclusive means inhibition above about 70% without an active follow-up result;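 further: bacterial growth assessed after seven days of incubation; strong numbers were not always called active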
inhibitors of VEEV 10K pilot screen: second read-out of inhibitors of VEEV, no call of its own (marks repeat the call); inhibition, %; measured here: 10K pilot screen inhibition
* = called active by the depositor; i = inactive; u = inconclusive; x = not tested or not shown.

SMILES | influenza NS1A | inhibitors of VEEV | M. tuberculosis | PhoP GFP inhibition | H37Rv inhibition | others
CCN(CC)c1ccc(NC(=O)c2cc(OC)cc(OC)c2)c(C)c1 | 12.4% | i | -0.8% | -2.9% | 3.9%
CC1CCN(C(=O)CN(c2ccc(Cl)c(C(F)(F)F)c2)S(C)(=O)=O)CC1 | 0.7% | i | 5.7% | -9.7% | -3.2%
O=C(O)C1Nc2c(Cl)cc(Cl)cc2C2C=CCC12 (stereo not given) | 15.1% | 1.2% | -2.9% | -5.9% | 0.8%
CC(=O)OCCNc1cc(N2CCN(C)CC2)c2noc3c2c1C(=O)c1ccccc1-3 | 24.1µM* | 2.0% | x | x | x
COc1ccc(S(=O)(=O)N2CCOCC2)cc1NC(=O)COC(=O)CC1CC2CCC1C2 (stereo not given) | 5.9% | i | 9.0% | x | -0.3%
COc1ccccc1/C=C/CN1CCCC(CCC(=O)NCc2ccccc2F)C1 (stereo not given) | 10.5% | i | 72.5% | -2.2% | 70.3%
C#CCOCCOCCOCCNc1nc(N2CCN(C(=O)[C@H](CCC(=O)O)n3cc([C@@H](N)[C@H](C)CC)nn3)CC2)nc(N2CCN(C(=O)[C@H](CCCCN)n3cc([C@@H](N)CC(N)=O)nn3)CC2)n1 | -6.9% | i | x | x | 1.6%
CC(C)(C)CC(C)(C)NC(=S)NC1CCN(Cc2ccccc2)CC1 | 35.8% | i | 42.2% | -2.5% | -1.7%
CCCCN(C)C(=O)C1CCN(Cc2cccnc2)CC1 | -2.7% | 0.9% | -3.4% | 0.0% | -14.1%
COC(=O)c1ccc(/C=C/C(=O)O)cc1 | 3.3% | i | 5.0% | -12.5% | -5.2%
CCOC(=O)C1=C(O)C(Nc2nccs2)(C(F)(F)F)N=C1C (stereo not given) | 1.8% | 2.9% | -1.4% | -0.9% | -1.6%
O=C(NCc1ccccc1Cl)C1=CC=CN2CCS(=O)(=O)N=C12 | -2.9% | 0.1% | -4.3% | x | 1.4%
CN1C(=O)NC(NS(=O)(=O)c2ccc(N)cc2)(C(F)(F)F)C1=O (stereo not given) | 1.5% | 0.6% | 0.9% | -5.2% | -4.7%
COc1cccc(OCc2nc(-c3ccc(Br)o3)no2)c1 | 0.2% | 0.1% | 55.9% | 7.9% | 6.0%
COc1ccc(NC(=O)Cc2nnc(SCC(=O)NC3CCCC3)n2C)cc1 | 2.9% | i | -2.0% | 0.5% | -3.4%
CC(C)OCCCNC(=O)C(=O)NCCCOC(C)C | 12.4% | i | 19.2% | 1.8% | -1.8%
CCOC(=O)C1=C(COC(=O)c2ccc3ccccc3c2O)NC(=O)NC1C (stereo not given) | 10.7% | 5.8% | 13.9% | x | 1.6%
O=C(NC1=NCCS1)c1ccccc1OCc1ccc(F)cc1 | -4.6% | 0.6% | -4.7% | -6.5% | 5.2%
O=C(NCCN1C(=O)CSC1=O)c1ccccc1 | -2.2% | 1.1% | -2.3% | 1.5% | 2.5%
Cc1cc(NC(=O)CSc2nc3sc4c(c3c(=O)n2C)CCCC4)no1 | 13.4% | 4.0% | 3.2% | -4.2% | 2.6% | inhibitors of VEEV 10K pilot screen=1.4
c1ccc(-c2nnc(Cn3c4ccccc4c4nc5ccccc5nc43)o2)cc1 | -3.9% | 1.1% | x | x | x
Cc1nnc2c(NCCc3ccccc3)nc3ccccc3n12 | -8.6% | 3.0% | 13.3% | -1.0% | 3.2%
O=C(NNC(=O)C1CC1c1ccccc1)c1ccccc1[N+](=O)[O-] (stereo not given) | 15.9% | i | x | 0.5% | -1.6%
COc1ccccc1Nc1nc(N)nc(CSC(=S)N2CCN(c3ccccc3)CC2)n1 | -29.9% | 6.4% | -1.3% | 4.4% | 18.4%
Cc1ccsc1/C=C(\C#N)C(=O)NC1CCS(=O)(=O)C1 (stereo not given) | -1.4% | 1.1% | -9.4% | 6.0% | 6.9%
COc1ccc(NC(=O)CCCC2CCCCC2)c(OC)c1 | 15.6% | 0.2% | 14.2% | -2.9% | 23.3%
CCc1cccc(NC(=O)CCSCCC(=O)Nc2cccc(CC)c2)c1 | 14.8% | 0.4% | 68.7% | 5.0% | 3.8%
NNC(=O)CN1C(=O)Nc2ccc(Cl)cc2C1c1ccccc1 (stereo not given) | 4.0% | i | -0.2% | 4.8% | 3.4%
COc1cccc(CN(C)C(=O)c2cccnc2SC)c1OC | 6.6% | 1.1% | 5.9% | 3.4% | -0.9%
COc1ccc(Cl)cc1NC(=O)CN(C)C(=O)CCCNC(=O)c1ccc(Cl)cc1 | -0.8% | 2.8% | 37.8% | x | 5.7%
COc1cc(CNCCO)cc(Br)c1OCc1ccccc1 | -9.4% | 1.8% | x | 20.8% | -0.8%
CC(=O)C1=C(O)C(=O)N(Cc2ccccc2)C1c1ccc(Br)cc1 (stereo not given) | -12.8% | 0.3% | 5.9% | -0.1% | -2.9%
CC(C)(C)NC(=O)C(=O)NNC(=O)C12CC3CC(CC(C3)C1)C2 | 1.3% | 0.9% | 5.2% | 0.7% | -4.5%
O=C(Nc1ccccc1C(=O)NCc1ccco1)NC1CCCCC1 | -0.1% | 0.7% | 17.1% | 0.0% | -5.3%
Cc1ccc(S(=O)(=O)Oc2ccc(/C=N/NC(=O)c3nn(C)cc3[N+](=O)[O-])cc2)cc1 | -2.0% | 0.9% | 3.7% | 1.2% | -1.6%
CCSc1nnc(NC(=O)CN(C)S(=O)(=O)c2ccc(F)cc2)s1 | -5.8% | 1.5% | 8.9% | 1.9% | -9.4%
CCOC(=O)C(NC(=O)c1cccnc1)(Nc1cccc(C)n1)C(F)(F)F (stereo not given) | -1.8% | 0.2% | -8.4% | 27.8% | -7.3%
COc1ccc(-c2nc3ccccc3n2OC(=O)N(C)C)cc1 | -0.8% | 2.6% | x | 7.5% | 3.0%
C=CCCCCCCCCC(=O)NNC1CC(=O)N(c2ccccc2)C1=O (stereo not given) | -25.4% | 1.1% | 79.4% | -4.7% | -4.7%
COc1cccc(/C=N/NC(=O)Cn2nc([N+](=O)[O-])cc2C)c1 | -1.4% | 0.8% | -7.5% | -11.6% | 4.0%
Cc1cc(N2CCN(C)CC2)nc2ccc(NC(=S)N3CCCCCC3)cc12 | 15.6% | 1.7% | 40.5% | 5.5% | 3.8%
Cc1c(NC(=O)CCCN2C(=O)c3cccc4cccc(c34)C2=O)c(=O)n(-c2ccccc2)n1C | -10.1% | 1.0% | 7.8% | 0.0% | -4.8%
Cc1cc(C)c2c(CN3CCCCC3C)cc(=O)oc2c1 (stereo not given) | -4.8% | i | -3.7% | -3.6% | 3.2%
CCCc1cc(-c2[nH]ncc2-c2ccc3c(c2)OCCCO3)c(O)cc1O | -1.6% | i | 10.3% | -5.9% | -2.3%
O=C(NCCN1CCOCC1)C(=O)NCC1OCCN1S(=O)(=O)c1ccc(Br)cc1 (stereo not given) | -0.8% | 3.0% | -1.6% | -4.9% | -9.8%
CC1=NN(C(=O)c2cccnc2)C(O)(C(F)(F)F)C1 (stereo not given) | -5.1% | 1.3% | x | -1.2% | -1.2%
Cc1cc(=O)oc2cc(NC(=O)C3COc4ccccc4O3)ccc12 (stereo not given) | -5.1% | 0.1% | -5.4% | 6.6% | -11.9%
Cc1ccc(C(=O)Nc2ccccc2C(=O)O)cc1NC(=O)COc1c(C)cccc1C | -3.9% | 10.2% | 46.4% | 16.1% | 7.8%
COc1ccc(NC(=O)C2CCCCN2S(=O)(=O)c2ccc(F)cc2)cc1 (stereo not given) | -1.9% | 0.0% | 35.8% | -8.0% | 0.3%
Cc1ccc(C(=O)N2CCN3C(=O)c4ccccc4C23c2ccc(Cl)cc2)cc1 (stereo not given) | -0.5% | 1.4% | 46.6% | -3.8% | 13.6%

Arranged by molar mass (ascending): some entries from above.
SMILES | influenza NS1A | inhibitors of VEEV | M. tuberculosis | PhoP GFP inhibition | H37Rv inhibition | others
CC1=NN(C(=O)c2cccnc2)C(O)(C(F)(F)F)C1 (stereo not given) | -5.1% | 1.3% | x | -1.2% | -1.2%
Cc1cc(C)c2c(CN3CCCCC3C)cc(=O)oc2c1 (stereo not given) | -4.8% | i | -3.7% | -3.6% | 3.2%
COc1ccc(-c2nc3ccccc3n2OC(=O)N(C)C)cc1 | -0.8% | 2.6% | x | 7.5% | 3.0%
COc1cccc(/C=N/NC(=O)Cn2nc([N+](=O)[O-])cc2C)c1 | -1.4% | 0.8% | -7.5% | -11.6% | 4.0%
Cc1cc(=O)oc2cc(NC(=O)C3COc4ccccc4O3)ccc12 (stereo not given) | -5.1% | 0.1% | -5.4% | 6.6% | -11.9%
CCCc1cc(-c2[nH]ncc2-c2ccc3c(c2)OCCCO3)c(O)cc1O | -1.6% | i | 10.3% | -5.9% | -2.3%
CCOC(=O)C(NC(=O)c1cccnc1)(Nc1cccc(C)n1)C(F)(F)F (stereo not given) | -1.8% | 0.2% | -8.4% | 27.8% | -7.3%
CCSc1nnc(NC(=O)CN(C)S(=O)(=O)c2ccc(F)cc2)s1 | -5.8% | 1.5% | 8.9% | 1.9% | -9.4%
COc1ccc(NC(=O)C2CCCCN2S(=O)(=O)c2ccc(F)cc2)cc1 (stereo not given) | -1.9% | 0.0% | 35.8% | -8.0% | 0.3%
Cc1cc(N2CCN(C)CC2)nc2ccc(NC(=S)N3CCCCCC3)cc12 | 15.6% | 1.7% | 40.5% | 5.5% | 3.8%
Cc1ccc(C(=O)N2CCN3C(=O)c4ccccc4C23c2ccc(Cl)cc2)cc1 (stereo not given) | -0.5% | 1.4% | 46.6% | -3.8% | 13.6%
Cc1c(NC(=O)CCCN2C(=O)c3cccc4cccc(c34)C2=O)c(=O)n(-c2ccccc2)n1C | -10.1% | 1.0% | 7.8% | 0.0% | -4.8%
O=C(NCCN1CCOCC1)C(=O)NCC1OCCN1S(=O)(=O)c1ccc(Br)cc1 (stereo not given) | -0.8% | 3.0% | -1.6% | -4.9% | -9.8%

Remaining list, next part
SMILES | influenza NS1A | inhibitors of VEEV | M. tuberculosis | PhoP GFP inhibition | H37Rv inhibition | others
CC(=O)Nc1ccc(-c2nnn(CC(=O)c3ccc(F)cc3)n2)cc1Cl | 10.4% | 1.2% | 1.8% | 6.1% | 0.5%
CC(C)N1CCc2c(sc(NC(=O)c3cc4cc([N+](=O)[O-])ccc4s3)c2C(N)=O)C1 | 8.5% | 3.5% | x | x | x
O=C(Nc1ccccc1)c1snc2c(=O)[nH]cnc12 | -2.5% | 1.6% | -7.9% | 2.6% | -1.5% | inhibitors of VEEV 10K pilot screen=1.3
CCOC(=O)c1c(N)sc(C(=O)N(C)C)c1CN1CCOCC1 | 2.3% | i | -8.4% | 13.3% | -5.9%
CCNC(=O)CC1SC(=Nc2ccccc2C)N(C)C1=O (stereo not given) | -8.4% | 2.1% | -7.2% | -3.7% | -7.3%
COc1ccc2oc(C(=O)OCC(=O)N3CCCC3=O)c(C)c2c1 | -9.7% | 2.7% | -4.7% | 2.9% | -13.1%
CCOC(=O)CSc1ccc(-c2nc3ccccc3[nH]2)cn1 | 6.2% | 10.2% | u | -0.2% | u
Cc1cccc(-c2noc(CCc3ccccc3)n2)c1 | -9.2% | 4.9% | 51.6% | -12.3% | -3.2%
Cn1c(SCC(=O)N2c3ccccc3Sc3ccccc32)nc2ccccc21 | 3.8% | 1.4% | 42.1% | -0.5% | -5.1%
NC(=O)CC(NC(=O)c1cccc(Br)c1)c1ccc(NC2CCN(Cc3ccccc3)CC2)c([N+](=O)[O-])c1 (stereo not given) | 9.0% | i | 11.5% | 5.9% | 0.0% | inhibitors of VEEV 10K pilot screen=0.3
COc1cccc(NC(=O)CN(C)C(=O)C23CC4CC(CC(Cl)(C4)C2)C3)c1 | -4.0% | 6.6% | 13.8% | x | -2.3%
CCOC(=O)C(NC(=O)c1ccc(OC)cc1)(N1CCCC1=O)C(F)(F)F (stereo not given) | -11.8% | i | 10.0% | -4.7% | -0.6%
Fc1ccc(CSc2ncnc3scc(-c4ccccc4)c23)cc1 | -13.5% | 4.4% | 35.7% | -4.7% | 18.4%
O=C(Cc1ccccc1)NNc1ccc2ccccc2c1 | -0.5% | i | 51.5% | -9.1% | u
O=C(CCCC(=O)c1ccccc1)Nc1ccc(O)cc1 | -5.5% | i | 26.6% | 3.9% | -0.9%
CCc1nn(CC(=O)NCCc2ccc(Cl)cc2)c(=O)c2cccn12 | -7.5% | 0.1% | -0.3% | -8.4% | 0.0%
COc1cc(/C=N/NC(=S)NCc2ccco2)cc(OC)c1OC | 0.8% | 4.2% | -32.7% | -8.8% | 1.4%
CCN(C(=O)c1coc(=O)c2ccccc12)c1cc(OC)ccc1OC | 4.8% | 1.5% | -16.6% | 11.5% | -0.3%
